Screening data from PubChem.
Rin1 Abl inh = human Rin1-Abl interaction inhibition. inhibition, % at 7.35 µM. AID 588664. TR-FRET Rin1/Abl binding, biochemical. 360,000 tested, 0.4% active; in the data active = inhibition above about 5%, passing the limit was not always enough
eLon inh = inhibitors of E. coli Lon protease. inhibition, % at 7.94 µM. P0A9M0. 360,000 tested, 0.42% active. purified E. coli Lon protease, fluorescence polarization. AID 602123; in the data active = inhibition above about 13%, passing the limit was not always enough;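 also: 0% = enzyme with probe and DMSO and 100% = no enzyme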
FAS-TE inh = FAS thioesterase (human) inhibition; inhibition, % at 15 µM; P49327; AID 602261; recombinant FAS-TE, OMFH fluorogenic substrate, fluorescence endpoint; 360,000 tested, 0.67% active;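 active = compounds whose normalised, plate-corrected inhibition of enzyme fluorescence in the single-dose primary screen is 50% or more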;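 also: 0% = DMSO with enzyme and 100% = substrate without enzyme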
NRP1-CendR mod = NRP-1/CendR interaction modulation; O14786; inhibition, % at 25 µM; AID 602438; FAM-RPARPAR peptide binding to NRP-1, fluorescence polarization; 360,000 tested, 0.85% active;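 active = inhibition or corrected inhibition above about 18%, plus a signal ratio from 0.5 to 1.5, limit read from the data, passing the limit was not always enough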; also: strong numbers were not always called active
SKN-1 block = C. elegans SKN-1 inhibition; 360,000 tested, 0.49% active; C. elegans VP596 Pgst-4::GFP/RFP ratio, acrylamide-induced, 24 h; inhibition, % at 21.8 µM;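 active = interference check ratio from 0.5 to 1.5 plus GFP to RFP signal ratio inhibition reaching or exceeding a fixed threshold, cut at about 30% in these data, passing the limit was not always enough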; also: some compounds called inactive have numbers as strong as hits
MLLE-PAM2 inh = blocks PAM2 peptide binding to the PABP1 MLLE domain; inhibition, % at 20 µM; GST-MLLE / FITC-PAM2 fluorescence polarization; AID 588489; 360,000 tested, 0.36% active; P11940; in the data active = inhibition above about 35%, passing the limit was not always enough;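 also: plate controls were DMSO wells with GST-MLLE for no effect and wells lacking GST-MLLE protein for full effect; some results filed as inactive read as strong as hits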
Target sequence (P11940 whole entry, looked up, the tested form may be a part): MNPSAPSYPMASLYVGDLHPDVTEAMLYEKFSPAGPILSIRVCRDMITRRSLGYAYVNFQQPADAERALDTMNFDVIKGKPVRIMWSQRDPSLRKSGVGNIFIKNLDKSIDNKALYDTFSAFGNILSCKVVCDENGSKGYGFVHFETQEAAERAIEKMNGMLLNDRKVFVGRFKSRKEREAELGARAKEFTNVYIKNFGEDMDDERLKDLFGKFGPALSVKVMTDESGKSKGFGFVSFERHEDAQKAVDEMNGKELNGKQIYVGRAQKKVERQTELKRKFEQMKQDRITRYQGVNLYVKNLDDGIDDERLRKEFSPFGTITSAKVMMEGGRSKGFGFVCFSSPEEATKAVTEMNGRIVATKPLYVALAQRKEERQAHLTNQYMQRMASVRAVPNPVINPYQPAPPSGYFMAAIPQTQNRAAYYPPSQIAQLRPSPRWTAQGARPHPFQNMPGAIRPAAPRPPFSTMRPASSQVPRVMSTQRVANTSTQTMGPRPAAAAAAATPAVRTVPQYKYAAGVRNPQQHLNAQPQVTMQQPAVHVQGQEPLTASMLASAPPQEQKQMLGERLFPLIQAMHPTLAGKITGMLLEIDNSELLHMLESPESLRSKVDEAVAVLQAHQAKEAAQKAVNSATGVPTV
Neddylation inh = blocks human cullin neddylation. P61081+Q13564. TR-FRET cullin neddylation, biochemical. calls only at 25 µM. 360,000 tested, 0.58% active; in the data active = inhibition above about 36%
MT1-MMP act inh = blocks activation of human MT1-MMP | P50281 | HT1080 RFP-PRO-GFP cells, GFP/RFP ratio fluorescence, overnight; percent of plate control window, DMSO zero | GFP/RFP ratio change, % at 20 µM | 360,000 tested, 0.061% active | AID 651647;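 active = GFP/RFP ratio change of at least 30% with cell ATP level not reduced by more than half and red fluorescence within 50% of control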; also: strong numbers were not always called active
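Assay system: HT1080 cells carrying an RFP-PRO-GFP reporter | Dosing: Single dose of 20 µM compound, 1% DMSO final | Incubation: Cells overnight before dosing, compound overnight, 37 °C, 5% CO2 | Evaluation: GFP/RFP fluorescence ratio | Control set: DMSO and RFP-L50D-GFP cell wells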
bovine MsrA act = bovine methionine sulfoxide reductase A activation | purified bovine MsrA, absorbance read-out | activation, % at 10.6 µM | 360,000 tested, 0.3% active; in the data active = activation above about 7.5%;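 also: 0% = vehicle and 100% = reference activator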
* = called active by the depositor; i = inactive; nt = no result given; + = active, no number.

The line under a structure holds: FAS-TE inh	SKN-1 block	bovine MsrA act	MLLE-PAM2 inh	Neddylation inh	NRP1-CendR mod	eLon inh	MT1-MMP act inh	Rin1 Abl inh
- Cc1cc(SCC(=O)OCC(=O)N2CCCC2=O)c(C)cc1Br
 : 20	-7	-2	-20	i	-6	-1	0	-2
- CCOc1ccc2nc(SCc3ccccc3C#N)sc2c1
 : 22	14	-4	-7	i	-1	-4	-4	-2
- CCCN1Cc2cccc(C(=O)N3CCN(c4ccccc4)CC3)c2C1=O
 : -4	-14	-1	-6	i	0	-2	4	0
- CCOC(=O)C1=C(C)NC(=O)NC1c1ccc(NC(C)=O)cc1 (configuration not stated)
 : -2	-8	-6	-24	i	-12	-5	-5	3
- COc1ccc(NC(=O)Cc2ccc(C)c(C)c2)cc1S(=O)(=O)N1CCCCC1
 : 9	3	0	-26	i	4	-11	-1	4
- CC(=O)Nc1cccc(NC(=O)CSc2ncc(-c3ccccc3)[nH]2)c1
 : -6	9	-5	-7	i	4	4	3	0
- COCOCCn1cc(CN2CCS(=O)(=O)N(Cc3ccc(-c4ccccc4)cc3)C(CC(C)C)C2=O)nn1 (configuration not stated)
 : 17	11	-1	11	i	0	0	2	-4
- CCOC(=O)c1sc2nc3c(cc2c1N)COC(C(C)C)C3 (configuration not stated)
 : -4	9	-7	1	i	-8	-7	-2	-2
- Cc1ccc(Nc2nnc(SCC(=O)NCC3CCCO3)s2)cc1 (configuration not stated)
 : -7	-21	-2	-19	i	5	8	2	1
- COc1ccc(C[C@H]2CN3C(=NC[C@@H]3C(C)C)N2C[C@H](C)NC(=O)c2ccc(C)c(Br)c2)cc1
 : -13	3	-2	-11	i	8	-4	2	2
- CCOc1ccc(NC(=O)C2CCCN2C(=O)NC2CCCCC2)cc1 (configuration not stated)
 : -7	26	0	4	i	0	-4	-2	2
- Cc1cc(NCc2ccccc2)n2ncnc2n1
 : -11	-5	-5	-7	i	4	2	4	5
- CCOC(=O)NN1C(=O)c2ccccc2NC1c1cccs1 (configuration not stated)
 : -5	3	-13	8	nt	5	8	-3	3
- COc1ccc(C(=O)N2CCCC(N3CCN(c4ccccc4F)CC3)C2)c(OC)n1 (configuration not stated)
 : -7	-12	-4	9	i	-4	-17	1	2
- Cc1ccc(S(=O)(=O)N2CCN(C(=O)COC(=O)CNC(=O)c3ccc(C(C)(C)C)cc3)CC2)c(C)c1
 : 17	2	-3	-16	i	7	3	2	1
- Cc1cc(-n2cnnn2)cc(C)c1S(=O)(=O)NCCOc1ccccc1
 : 15	-11	-1	4	i	5	7	1	0
- O=C1C2C3C=CC(CC3)C2C(=O)N1/N=C/c1ccc(O)cc1 (configuration not stated)
 : -4	6	-3	-6	i	-4	14	0	1
- COCCn1c(=O)[nH]c2cc(C(=O)Nc3cccc(C(C)=O)c3)ccc2c1=O
 : -7	1	-2	10	i	2	8	2	2
- O=C(NCCc1ccccc1)C(=O)c1cn(CC(=O)N2CCCC2)c2ccccc12
 : 2	-22	-6	1	i	-2	-6	-1	-4
- Cc1nc(SCC(N)=O)[nH]c(=O)c1Cc1ccc(OC(C)C)cc1
 : -10	14	-2	6	i	-2	-10	9	-3
- COC(=O)c1cc(-c2ccc(Br)cc2)c2c(=O)[nH]c(=O)n(C)c2n1
 : 1	2	-12	-15	i	-12	-5	1	-2
- O=C(O)c1cccc(Nc2c3ccccc3nc3ccccc23)c1
 : -2	0	-2	-2	+	-4	-2	8	-3
- CC(=O)N1N=C(c2ccc(Cl)cc2)OC1c1ccc(C(C)C)cc1 (configuration not stated)
 : 19	21	-1	-4	i	0	-7	10	-1
- O=C(CCS(=O)(=O)c1ccc(Br)cc1)NCc1ccco1
 : -3	-11	-1	-7	i	6	-1	-5	-3
- COC(=O)c1cccc(C23CC4(C2)[C@H](CN(Cc2ccc(-c5ccccc5)cc2)[C@@H]4c2ccccc2)C3c2ccccc2)c1 (some centres not stated)
 : 18	3	-1	-35	i	8	-1	1	2
- CC(C)c1ccc(OCC(O)CNC(C)c2ccccc2)cc1 (configuration not stated)
 : 0	6	1	-10	i	6	-1	3	2
- O=C(NC(=O)N1CCN(c2ccccc2F)CC1)c1ccccc1
 : -6	5	-4	3	i	8	-2	1	2
- COc1cc(/C=C/C(=O)O)ccc1O
 : -1	-2	-3	3	i	5	-7	2	0
- COc1ccc(C(=O)CCC(=O)N2CCN(c3ccccc3)CC2)cc1
 : -1	-8	-3	0	i	-6	-3	0	-2
- CCCOc1ccc(C(=O)Nc2ccc3c(c2)OCCO3)cc1
 : 7	11	-6	-11	i	0	5	3	-2
- COc1ccc2c(c1)CCC1(C)CC(=O)C(Br)=C21 (configuration not stated)
 : 3	16	-5	7	i	-3	-6	-5	-306
- CC12CCC(=O)N1C(C(=O)Nc1cccc(F)c1)CS2 (configuration not stated)
 : -5	8	-13	11	i	-2	-7	6	0
- Cc1ccc(C(=O)N/N=C\c2ccc(-c3ccc(Cl)cc3)o2)cn1
 : 5	-6	-5	1	i	-10	-2	2	-5
- CN(C)/C=C/C1=CC(=O)CC(C)(C)C1
 : -6	4	-7	22	i	1	4	-14	3
- CCOC(=O)c1sc(=S)n(-c2cccc(C(F)(F)F)c2)c1SC
 : 16	1	0	9	i	-9	6	0	-3
- [O-]/C(=C(\C(=S)Nc1cccc2ccccc12)[n+]1ccccc1)c1ccc2c(c1)OCCO2
 : -11	7	2	15	i	-12	5	5	4
- COc1ccc(NC(=O)CSc2ccc3nnc(CCNC(=O)c4ccccc4)n3n2)cc1
 : -2	4	-2	10	i	9	10	-5	1
- O=C(NCc1ccccc1Cl)C1CCC(=O)N(CC2CCCCC2)C1 (configuration not stated)
 : -1	-2	-4	-19	i	-6	1	5	3
- COc1ccc(OC)c(NC(=O)c2cc(-c3c(C)cc(C)cc3O)n[nH]2)c1
 : 0	3	-2	6	i	4	-1	7	0
- C=CCNC(=S)N1CCc2c([nH]c3ccccc23)C1C (configuration not stated)
 : 1	11	-4	-126	i	-4	2	1	-1
- O=C(C[C@H]1C[C@H](C(=O)N2CCOCC2)[C@@]2(CCC3CCCC3)c3[nH]c4cc(-c5ccco5)ccc4c3CCN2C1=O)NCCc1ccccn1
 : 64*	8	-8	-2	nt	0	-1	-2	1
- COc1ccc(Cc2nnc(NS(=O)(=O)Cc3ccccc3)s2)cc1
 : -9	0	-12	2	i	6	0	-1	-5
- CC(=O)c1ccc(NC(=O)Nc2ccc([N+](=O)[O-])cc2)cc1
 : -11	8	-2	-8	i	13	-4	2	-1
- Cc1ccccc1NC(=O)CCCNC(=O)c1ccc(Cl)cc1
 : -5	18	-9	-43	i	-2	-1	2	-2
- Cc1ccccc1P(=O)(c1ccccc1)c1ccccc1C
 : -8	9	-1	1	i	2	-5	2	4
- CN(Cc1ccccc1)C(=O)CN(c1ccccc1Cl)S(C)(=O)=O
 : 1	5	-9	1	i	-3	-4	0	-1
- c1ccc2c(c1)-c1nc3ccccc3cc1C2N1CCCCC1 (configuration not stated)
 : 12	15	-3	3	i	-12	2	1	-6
- Cc1cc(C(=O)Nc2ncn(Cc3ccc(F)cc3)n2)ccc1[N+](=O)[O-]
 : 1	-7	0	8	i	-4	-5	7	0
- O=C1CC(Nc2ccccc2)C(=O)N1Cc1ccccc1 (configuration not stated)
 : -2	-16	-4	-1	i	2	-3	-9	-1
- CCn1c(SCC(N)=O)nc2sc3c(c2c1=O)CCN(C)C3
 : 3	-5	-10	26	i	-6	9	-1	-3

No new results follow: entries from further up.
The line under a structure holds: FAS-TE inh	SKN-1 block	bovine MsrA act	MLLE-PAM2 inh	Neddylation inh	NRP1-CendR mod	eLon inh	MT1-MMP act inh	Rin1 Abl inh
- O=C(C[C@H]1C[C@H](C(=O)N2CCOCC2)[C@@]2(CCC3CCCC3)c3[nH]c4cc(-c5ccco5)ccc4c3CCN2C1=O)NCCc1ccccn1
 : 64*	8	-8	-2	nt	0	-1	-2	1
- COc1ccc(Cc2nnc(NS(=O)(=O)Cc3ccccc3)s2)cc1
 : -9	0	-12	2	i	6	0	-1	-5

Further results follow:
The line under a structure holds: FAS-TE inh	SKN-1 block	bovine MsrA act	MLLE-PAM2 inh	Neddylation inh	NRP1-CendR mod	eLon inh	MT1-MMP act inh	Rin1 Abl inh
- O=C(Nc1cccc(NC(=O)c2ccccc2)n1)c1ccccc1
 : 6	4	2	1	i	-3	4	0	2
- CCOc1ccccc1N
 : -7	-12	0	-7	i	4	3	1	2
- Cc1cccc(NC(=O)C(=O)NCCCN2CCOCC2)c1
 : -7	4	-2	-10	i	-4	1	0	2
- COc1ccc(N2C(=NC(=O)CCCc3ccccc3)SC3CS(=O)(=O)CC32)cc1 (configuration not stated)
 : 9	4	-13	7	i	2	8	-2	3
- O=C(N/N=C/c1ccncc1)c1ccc(OCc2ccccc2)cc1
 : 1	-2	-5	-7	i	-19	-3	4	-2
- COc1ccc(C=NNc2ccc([N+](=O)[O-])cn2)cc1
 : 2	0	-2	-72	i	-81	1	-7	-2
- CCn1cc(/C=C(\NC(=O)c2ccccc2F)C(=O)N2CCOCC2)c2ccccc21
 : -6	13	-5	4	i	17	-6	-1	-1
- CC(C)c1ccc(NC(=O)COC(=O)c2cc(=O)[nH]c3ccccc23)cc1
 : 11	0	-1	-17	i	3	1	1	0
- CC(=O)Nc1c(O)nc(SCC(=O)Nc2nnc(CC(C)C)s2)[nH]c1=O
 : -14	1	-10	7	i	0	-1	2	1
- CCOC(=O)Cc1cc(=O)n2[nH]cc(-c3cccc(Br)c3)c2n1
 : 2	14	-4	-8	nt	-10	7	6	-3
- COc1ccc(-n2nc3c(c2NC(=O)c2ccccc2S(=O)(=O)C(F)F)CS(=O)(=O)C3)cc1
 : 0	3	-1	-5	i	3	2	-1	-1
- CNC(=O)C[C@H]1C(=O)N(c2ccccc2)C[C@@H]1C
 : -9	-1	0	-8	i	-7	-1	4	-1
- COc1ccc(C2Sc3nncn3N2Cc2ccc(C#N)cc2)cc1 (configuration not stated)
 : -28	-5	-3	3	i	12	-4	-4	-1
- Cc1cc(N)n(-c2ccc(S(=O)(=O)N3CCCC3)cc2[N+](=O)[O-])n1
 : -4	-11	-2	-4	i	0	4	-2	4
- COc1ccc(CC(=O)N/N=C/c2ccc(C)s2)cc1
 : -5	2	-3	5	i	9	-1	0	-2
- O=C(Cn1nc(C(=O)O)c2ccccc2c1=O)Nc1ccc(Cl)c(S(=O)(=O)N2CCOCC2)c1
 : 0	-7	-10	-12	i	2	-4	-5	1
- O=C(NC1CC1)c1cc2cc3ccccc3nc2s1
 : -2	7	-8	-10	i	14	9	2	-2
- CC1CC1C(=O)Nc1ccc(S(=O)(=O)N2CCCCC2)cc1 (configuration not stated)
 : -2	11	-2	-2	i	-16	-10	1	0
- CC(=O)Nc1ccc(S(=O)(=O)N(C)CC(=O)OCC(=O)NNC(=O)c2ccccc2F)cc1
 : -4	14	-3	-14	i	6	-3	0	-1
- CC(=O)Nc1ccc2c(c1)Cc1c-2cc(Br)c(N)c1Br
 : -2	37*	-5	16	i	2	-11	4	-1
- O=C(O)CCNS(=O)(=O)c1ccc2c(c1)CCCC2
 : -3	0	-8	8	i	4	-3	6	4
- CCCC(C(=O)NC1CCCC1)N(Cc1ccc2c(c1)OCO2)C(=O)c1snc(C(N)=O)c1N (configuration not stated)
 : 8	0	-6	8	i	-10	-4	6	1
- CCc1cc(=O)oc2cc(OC(C)C(=O)NCC(O)c3ccccc3)c(Cl)cc12 (configuration not stated)
 : 18	1	-4	17	i	-4	-5	-5	3
- COc1ccccc1NC(=O)Cn1nnc(C(=O)NCc2cccs2)c1N
 : -4	10	2	-1	i	1	-3	3	-2
- O=C(c1ccc([N+](=O)[O-])cc1)N(Cc1ccc(Cl)cc1)N1C(=O)CCCC1=O
 : 16	7	-7	5	i	-6	1	7	5
